# TAG inh – inhibitors of triacylglycerol accumulation. AID 651582. inhibition, % at 12.5 µM. 230,000 compounds, 0.66% hits. H9c2 cells, Nile Red lipid (TAG) fluorescence; cells loaded with 200 µM oleic acid;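 active means pattern-corrected inhibition of lipid staining of at least 50% with the nuclear-stain viability signal not falling by more than 50%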;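 further: 0% = DMSO wells and 100% = triacsin C control wells; some results filed as inactive read as strong as hits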
# TAG inh DAPI viability – recorded beside TAG inh, whose call it bears; DAPI nuclei signal change (viability), lower = more cytotoxic, %;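 whole-well DAPI fluorescence read on a plate reader as a viability signal; minus 50 percent equals half of cells still viable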
# * marks the source's active call; other numbers are inactive results. An excerpt, so the mix of outcomes need not match the whole.
SMILES,TAG inh,TAG inh DAPI viability
CCCn1c(N)c(N(CCOC)C(=O)CSCC(=O)Nc2cccc(C)c2)c(=O)[nH]c1=O,-7,-2
Cc1ccc(S(=O)(=O)n2cccc2C)cc1,-1,-6
COc1ccc(C(=O)OCC(=O)NC(=O)NC2CCCC2)c(O)c1,16,-4
CCCn1nnnc1NCc1ccc(Cl)cc1Cl,-26,-2
O=C(CSc1nnc2c(n1)[nH]c1ccc(F)cc12)OCc1ccccc1,-9,-1
O=C(NCC(=O)N(Cc1cccs1)C(C(=O)NC1CCCCC1)c1ccco1)c1cccs1 (stereo not given),9,-5
CCCc1nc(SC2CCCC2)c2c(=O)n(C)c(=O)n(C)c2n1,7,-1
CCc1nnc(NS(=O)(=O)c2ccc(NC(=S)NC(=O)/C=C/c3ccc([N+](=O)[O-])cc3)cc2)s1,-4,-6
C/C(=N\O)C(=O)Nc1ccccc1,-7,0
Cc1cccc(OCC(=O)Nc2ccc(N3CCN(S(C)(=O)=O)CC3)cc2)c1,4,-2
COc1ccc(S(=O)(=O)N2CCCC2c2cccs2)cc1 (stereo not given),-8,7
O=C(CSc1ccc2nnc(CCNC(=O)c3ccccc3)n2n1)Nc1ccccc1,-4,6
CC1CN(CC(=O)Nc2cc(S(=O)(=O)N3CCCC3)ccc2Cl)CC(C)O1 (stereo not given),-16,5
CC(=O)C1CCC2C3CCC4CC(OC(=O)CCC(=O)O)CCC4(C)C3C(=O)CC12C (stereo not given),-6,4
CCOC(=O)/C(=N\Nc1ccc(Br)cc1)N1CC(C)OC(C)C1 (stereo not given),-16,10
CC1CCN(C(=O)COC(=O)/C=C/c2ccco2)CC1,3,-1
COc1ccc(-c2nn(-c3ccccc3)cc2C(=O)n2nnc3ccccc32)cc1,-12,-3
O=C1OCc2ccc(NC(=O)c3sccc3Cl)cc21,3,1
Cc1ccc(-c2csc(C3=C(O)CN(NC(=O)c4ccc([N+](=O)[O-])cc4)C3=N)n2)cc1,3,-3
Cc1ccc(S(=O)(=O)N2CCOCC2)cc1C(=O)NCc1ccccc1CN1CCCC1,13,-3
Cn1c(=O)c2c(nc(Sc3nc4ccccc4n3CC(=O)N3CCCCC3)n2C)n(C)c1=O,6,-1
O=C(O)CN(c1ccccc1)S(=O)(=O)c1cc(C(F)(F)F)cc(C(F)(F)F)c1,4,-6
COCC(=O)N(Cc1cc2cc(OC)ccc2[nH]c1=O)c1ccccc1OC,7,-4
COc1cccc(CN2CCC2(C)C(=O)Nc2ccc(Cl)c(Cl)c2)c1F (stereo not given),-1,3
O=C(Cc1ccccc1)NC(=S)Nc1cc(C(F)(F)F)ccc1Cl,-15,4
C=CCn1c(=O)c(C(=O)Nc2ccccc2C(=O)OCC)c(O)c2ccccc21,11,-11
CNS(=O)(=O)c1ccc(OC)c(-c2nnc3c4ccccc4c(C)nn23)c1,-28,-4
O=[N+]([O-])c1ccc2nc(-c3ccncc3)[nH]c2c1,-3,3
CC(C)NC(=O)C1(C)CCN1C(=O)Cc1ccc(-c2ccccc2)cc1 (stereo not given),-2,-9
COCCOC(=O)CSc1ncccc1-c1nc2cc(C)c(C)cc2[nH]1,-2,9
CCOc1ccccc1N1CCN(C(=O)CSc2ccc3c(c2)OCCO3)CC1,-2,2
c1ccc2c(c1)Nc1cc3ccccc3cc1S2,42,3
C=CCNC(=S)Nc1sc2c(c1C#N)CCCC2,-7,-1
CC1=NN(Cc2c(C)nn(Cc3ccccc3)c2C)C(C)(C)C1,3,-5
O=C(N/N=C/c1ccc([N+](=O)[O-])cc1)c1cc(-c2ccc3c(c2)OCO3)n[nH]1,11,-2
COc1ccc(S(=O)(=O)N2CCC(C(=O)NCc3cccs3)CC2)cc1,-33,4
O=c1cc2c(nn1Cc1ccccc1)-c1ccccc1CC2,4,8
O=C1CC(N2CCSCC2)C(=O)N1c1cccc(Br)c1 (stereo not given),-11,-13
Cc1nc([N+](=O)[O-])cn1Cc1cccc([N+](=O)[O-])c1,0,7
CCCN(CCC)C(C)C(=O)NCC1(c2ccccc2)CCCC1 (stereo not given),1,-10
C(=C\c1ccccc1)/C=N/N1CCN(c2ccccn2)CC1,16,7
OC(COCc1ccc(Cl)cc1)CN1CCc2ccccc2C1 (stereo not given),-3,15
COc1ccc(C(=O)Nc2cccc(/C(C)=N\NC(=O)c3ccoc3C)c2)cc1OC,-6,3
NNC(=O)Cc1cccc2ccc(Cl)cc12,-6,-4
CCN(CC(=O)Nc1c(F)cccc1F)C(=O)CCc1nc2sc3c(c2c(=O)[nH]1)CCCC3,7,-5
CCOC(=O)/C(C#N)=C/c1cn(CCC(=O)O)nc1-c1cccc(Cl)c1,1,-7
Cc1ccccc1Nc1nc(N)nc(COC(=O)c2cccn2C)n1,-22,13
CCCCC(=O)NNC(=S)NC(=O)c1ccc([N+](=O)[O-])cc1,-1,0
COCc1cc(CN2CCN(Cc3ccsc3)C(CCO)C2)ccc1OC (stereo not given),2,-4
O=C(Nc1ccccc1)Nc1ccc2ncoc2c1,-2,3
Cc1cccc(Nc2c(-c3ccc(O)cc3)nc3ncccn23)c1,-3,-5
CC(NCc1ccc(F)cc1)C(=O)NC1CCCCC1 (stereo not given),2,0
COC(=O)c1cc2c(s1)-c1ccc(OC)cc1CC2,-8,90
CCN(CC(=O)NCc1ccc(Cl)cc1)C(=O)CNS(=O)(=O)c1ccc(NC(C)=O)cc1,-4,-2
O=C(Nc1cccc2ccccc12)N1N=CCC1c1ccccc1 (stereo not given),-17,4
CCOc1cc(/C=N/NC(=O)c2cc(C)n(-c3ccc(F)cc3)c2C)ccc1O,12,6
CC(C)CCN1CCN=C1Nc1ccccc1,-25,-1
NS(=O)(=O)c1ccc(NC(=O)Nc2ccc(S(N)(=O)=O)cc2)cc1,3,-3
O=C(O)CCCNC(=O)Nc1ccccc1,26,-9
COc1ccccc1NC(=O)c1ccc(NC(=O)COC(=O)c2ccc(O)cc2)cc1,14,8

# Next part
SMILES,TAG inh,TAG inh DAPI viability
CC(=O)OCC(=O)Nc1c(C)cc(C)cc1C,-4,-1
COc1cc(CNC(C)(C)CO)cc(Br)c1OCc1ccc(Cl)cc1Cl,36,7
COc1ccc(OCC(=O)O/N=C(\N)c2ccc(OC)cc2)cc1,-11,4
CN(C)CCCNc1nc2sc3c(c2c(=O)n1CCc1ccccc1)CCCCC3,60*,-10*
COc1ccc([C@H]2/C=C\CN(C(=O)c3ccc(C)cc3)[C@@H](C)C(=O)N2Cc2ccc(F)cc2)cc1,9,-7
COc1cc(-c2nnc(-c3ccncc3)o2)ccc1OCc1ccccc1,15,5
Cc1ccc(NC(=O)c2ccc(CSc3nnc(C)s3)cc2)cc1,19,-15
Cc1nc(Cc2nnc(SCC(=O)Nc3c(C)cccc3C)o2)cs1,2,-2
CCN(CC)CCOc1ccc2c(c1)C(=NNC(=O)c1ccccn1)c1cc(OCCN(CC)CC)ccc1-2,55,-71
Cc1cccnc1C(NC(=O)C1CCN(CCCOc2ccc(F)cc2)CC1)c1ccccc1 (stereo not given),18,-2
Cn1c(N)c(C(=O)CSc2nnc(-c3c[nH]c4ccccc34)n2C2CC2)c(=O)[nH]c1=O,-12,1
Cc1nc2ccccn2c1-c1ccnc(=S)[nH]1,17,-12
CCN(CC)C(=O)CC(c1cc(OC)c(OC)c(OC)c1)c1c(OC)cc(OC)c2c(-c3ccccc3)cc(=O)oc12 (stereo not given),-12,16
c1ccc(COc2ccc(-c3cc4nc(NCCN5CCOCC5)ccn4n3)cc2)cc1,-7,28
Cc1ccc(CN2C(=O)CCC2C(=O)NCCN2CCOCC2)cc1 (stereo not given),-21,3
NS(=O)(=O)c1ccc(NC(=O)COC(=O)c2cn(-c3ccccc3)nc2-c2ccc(F)cc2)cc1,8,8
COc1ccccc1C(=O)NC(=S)Nc1ccc(NC(=O)c2ccco2)cc1,-7,7
Cc1cccc(CNC(=O)C2CCC(=O)N(C3CCCCCC3)C2)c1 (stereo not given),1,-3
CC(C)(O)[C@@H]1CC(=O)[C@]2(C)[C@H](CC[C@@]3(C)[C@H](c4ccoc4)OC(=O)[C@H]4O[C@]432)[C@@]1(C)/C=C\C(=O)O,-8,14
S=c1[nH]cc(Oc2ccc(Cl)cc2Cl)c(=S)[nH]1,-1,-1
CCCCCN(C(=O)CCC(=O)OCC(=O)Nc1cccc(SC)c1)c1c(N)n(CCCC)c(=O)[nH]c1=O,2,-11
COc1ccccc1CCC(=O)N(C)C1CCCN(Cc2ccccc2F)C1 (stereo not given),-13,6
COc1cc(SC)ccc1C(=O)Nc1ccccc1,4,2
COc1cccc(CNC(=O)CN2CCC(c3nc4ccc(C)cc4[nH]3)CC2)c1,34,9

# Profiles, quoted from the list.
# CC(C)(O)[C@@H]1CC(=O)[C@]2(C)[C@H](CC[C@@]3(C)[C@H](c4ccoc4)OC(=O)[C@H]4O[C@]432)[C@@]1(C)/C=C\C(=O)O across the screens: TAG inh: -8; TAG inh DAPI viability: 14
# COc1cc(SC)ccc1C(=O)Nc1ccccc1 across the screens: TAG inh: 4; TAG inh DAPI viability: 2

# (list continues)
SMILES,TAG inh,TAG inh DAPI viability
O=C(COC(=O)/C=C/c1ccc(Cl)cc1)NC(=O)NCc1ccccc1,-18,1
COc1ccc2cc3c(N)nn(C(=O)Cc4c[nH]c5ccccc45)c3nc2c1,31,-12
CN(C(=O)c1cccc(NC(=O)Cc2ccc(NC(=O)C3CCN(C(=O)c4ccccc4)CC3)cc2)c1)C1CCCC1,-14,-12
Cc1cc(C)c(-n2nnnc2SCC(=O)c2cccs2)c(C)c1,4,-1
O=C(O)/C=C/C(=O)NCCCc1ccccc1,14,2
CN(C)CCNc1nc(-c2ccccc2CO)c2sccc2n1,0,6
Clc1ccccc1NN(Cc1ccccn1)c1ccccc1Cl,-4,4
Cc1c(C(=O)O)sc(=S)n1-c1ccccc1,-11,-5
Cn1nnnc1SCC(=O)Nc1sccc1C(N)=O,-1,-6
COc1ccccc1NS(=O)(=O)c1cc(NC(=O)C2=NNC(=O)CC2)ccc1C,-11,8
O=S(=O)(c1cccc(C(F)(F)F)c1)N1CCCC1c1cccnc1 (stereo not given),6,-6
Cc1cnn(C(=S)NCCc2ccccc2)c1,-5,5
COc1ccc(-c2[nH]ncc2C=O)cc1OC,5,-1
CCc1ccc(-n2c(=O)c3ccccc3n(CC(=O)NCc3ccco3)c2=O)cc1,-7,7
COc1ccc(Nc2ccc(N3C(=O)CC(C)C3=O)cc2[N+](=O)[O-])cn1 (stereo not given),-2,-1
O=C(Nc1ccc(N2CCN(C(=O)c3ccccc3)CC2)cc1)c1ccc([N+](=O)[O-])o1,95,-61
COc1ccc(CCNC(=O)CSCc2ccc(F)cc2)cc1OC,2,6
COc1ccc(-c2cc3cc(OC)c(OC)cc3cn2)cc1OC,11,-4
CC(C)CN1CCN(Cc2nc(C(C)C)cs2)CC1CCO (stereo not given),-41,-1
COc1ccc(Cl)cc1C(=O)CSc1nnnn1C,-12,1
CCc1nnc(N2C(=O)c3ccccc3C2(O)c2ccccc2)s1 (stereo not given),6,-10
COc1ccc(CN2CCn3nc(C(=O)NC(C)C)cc3C2=O)cc1,7,-21
O=S(=O)(Nc1ccc2cn[nH]c2c1)c1ccc(C(F)(F)F)cc1,-11,1
CC(=O)Nc1nnc(SCc2ccccc2F)s1,-6,1
O=C(NN1CCOCC1)c1ccc(Cl)s1,3,-10
COc1ccc(C(c2nnnn2Cc2ccccc2)N2CCN(c3ccccc3)CC2)cc1 (stereo not given),-5,3
O=C(OCC(=O)N1CCC(c2ccccc2)=N1)c1ccc([N+](=O)[O-])s1,86,-65
Cc1nc2cc(CO)ccc2n1C,20,-2
CC(C)(O)C(=O)NN(Cc1ccccc1)c1ccccc1,0,-11
C[C@H]1CN([C@@H](C)CO)C(=O)CCCn2cc(nn2)CO[C@@H]1CN(C)C(=O)Nc1ccccc1C(F)(F)F,3,-3
CCOC(=O)C1CCN(C2CCN(Cc3nc(-c4ccccc4)no3)CC2)CC1,2,3
CCCS(=O)(=O)N1CCC(C(=O)N2CCN(C(=O)OCC)CC2)CC1,16,-11
COc1ccc2oc(C(=O)Nc3nccs3)c(C)c2c1,-3,1

# Compounds listed so far that have two or more sulfur atoms (13):
SMILES,TAG inh,TAG inh DAPI viability
O=C(NCC(=O)N(Cc1cccs1)C(C(=O)NC1CCCCC1)c1ccco1)c1cccs1 (stereo not given),9,-5
CCc1nnc(NS(=O)(=O)c2ccc(NC(=S)NC(=O)/C=C/c3ccc([N+](=O)[O-])cc3)cc2)s1,-4,-6
COc1ccc(S(=O)(=O)N2CCCC2c2cccs2)cc1 (stereo not given),-8,7
C=CCNC(=S)Nc1sc2c(c1C#N)CCCC2,-7,-1
COc1ccc(S(=O)(=O)N2CCC(C(=O)NCc3cccs3)CC2)cc1,-33,4
NS(=O)(=O)c1ccc(NC(=O)Nc2ccc(S(N)(=O)=O)cc2)cc1,3,-3
Cc1ccc(NC(=O)c2ccc(CSc3nnc(C)s3)cc2)cc1,19,-15
Cc1nc(Cc2nnc(SCC(=O)Nc3c(C)cccc3C)o2)cs1,2,-2
S=c1[nH]cc(Oc2ccc(Cl)cc2Cl)c(=S)[nH]1,-1,-1
Cc1cc(C)c(-n2nnnc2SCC(=O)c2cccs2)c(C)c1,4,-1
Cc1c(C(=O)O)sc(=S)n1-c1ccccc1,-11,-5
Cn1nnnc1SCC(=O)Nc1sccc1C(N)=O,-1,-6
CC(=O)Nc1nnc(SCc2ccccc2F)s1,-6,1

# Source: PubChem (Sanford-Burnham Center for Chemical Genomics)
